From PubChem
HDAC3 inhib = inhibitors of human histone deacetylase 3 | O15379 | actives 0.15% (n = 320,000) | recombinant HDAC3, fluorogenic peptide/trypsin coupled, fluorescence | inhibition, % at 8.3 µM; in the data active = inhibition above about 26%, passing the limit was not always enough; inconclusive = no clear call, values can overlap the other calls
hERG rescue = shields human hERG channel from block by proarrhythmic agents; Q12809; CHO-hERG, FluxOR thallium flux, dofetilide IC70 present; activation (rescue from dofetilide block), less the hit threshold, % at 10 µM; actives 0.51% (n = 310,000); AID 1511;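 active = activation above the mean of controls blocked by dofetilide plus 5 SD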;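 note: thallium influx through hERG after potassium depolarization seen as dye fluorescence rise; in these data hits start at about 4.7%; inactives centre near -7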
KCNQ1 act = human KCNQ1 channel potentiation or activation; P51787; CHO-K1 KCNQ1, thallium flux FluxOR fluorescence; active compounds read high; B-score at 10 µM; actives 0.35% (n = 310,000); AID 2648;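 active = fluorescence ratio B-score, a plate-corrected score, at least three library SD, with initial intensity B-score within 5 SD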
Target sequence (P51787 whole entry, looked up): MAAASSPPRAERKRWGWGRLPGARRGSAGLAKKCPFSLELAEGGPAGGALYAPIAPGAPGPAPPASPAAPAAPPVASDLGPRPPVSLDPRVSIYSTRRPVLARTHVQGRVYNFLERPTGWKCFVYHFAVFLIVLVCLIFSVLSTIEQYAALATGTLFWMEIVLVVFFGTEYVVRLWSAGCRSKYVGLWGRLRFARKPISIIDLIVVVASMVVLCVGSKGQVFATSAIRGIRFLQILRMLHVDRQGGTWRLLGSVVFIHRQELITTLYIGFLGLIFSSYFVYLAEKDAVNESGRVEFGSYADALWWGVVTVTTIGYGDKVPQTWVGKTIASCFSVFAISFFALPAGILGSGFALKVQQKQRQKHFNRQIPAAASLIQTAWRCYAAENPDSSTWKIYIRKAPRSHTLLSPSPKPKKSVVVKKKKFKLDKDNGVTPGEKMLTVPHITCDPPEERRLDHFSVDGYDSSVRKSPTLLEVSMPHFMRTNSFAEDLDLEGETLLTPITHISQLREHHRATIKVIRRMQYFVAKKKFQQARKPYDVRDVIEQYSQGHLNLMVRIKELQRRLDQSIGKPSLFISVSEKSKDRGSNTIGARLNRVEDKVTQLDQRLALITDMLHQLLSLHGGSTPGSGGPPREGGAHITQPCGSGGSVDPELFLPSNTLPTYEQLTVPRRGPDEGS
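assay system = KCNQ1-transfected CHO-K1 cells | medium = assay buffer with matched DMSO | probe or stimulus = depolarizing K+/Tl+ stimulus, K2SO4 and Tl2SO4 each 12.5 mM in 5x stock | dosing = single dose | incubation = dye 90 min, compound 20 min, room temperature | detection = kinetic FluxOR fluorescence, 10 s baseline plus 110 s post-stimulus | evaluation = ratio B score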
GSK3beta inhib = inhibitors of human GSK3beta kinase; P49841; GST-GSK3beta kinase, ADP-Glo luminescence, 60 min; active compounds read low; activity score (negative = inhibition), % at 10 µM; actives 0.038% (n = 300,000); AID 2097;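 active = more than half of replicate wells score below -50%, meaning over 50% inhibition versus plate controls; inconclusive = some replicates but at most half score below -50%; inactive = no replicate scores below -50%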;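 note: 0% = median DMSO wells and -100% = median GW8510 positive control wells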
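Test system – GST-tagged human GSK3beta kinase, cell-free · Incubation – 60 min enzyme reaction, room temperature · Signal – ADP-Glo luminescence · Also added – peptide substrate and ATP at 25 µM · Controls – DMSO neutral wells and GW8510 at 20 µM as positive · Buffer or medium – Tris/MgCl2 kinase buffer · Measure – Luminescence-derived activity versus plate DMSO and GW8510 wells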
KCNK9 inh = human KCNK9 channel inhibition; B-score at 10 µM; Q9NPC2; actives 1.2% (n = 310,000); HEK293 KCNK9, FluxOR thallium flux fluorescence; active compounds read low;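 active = ratio B-score over 3 SD below the library mean, with starting fluorescence within 5 SD of its mean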;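 note: negative B-score means less thallium flux so channel inhibition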
Target sequence (Q9NPC2 whole entry, looked up): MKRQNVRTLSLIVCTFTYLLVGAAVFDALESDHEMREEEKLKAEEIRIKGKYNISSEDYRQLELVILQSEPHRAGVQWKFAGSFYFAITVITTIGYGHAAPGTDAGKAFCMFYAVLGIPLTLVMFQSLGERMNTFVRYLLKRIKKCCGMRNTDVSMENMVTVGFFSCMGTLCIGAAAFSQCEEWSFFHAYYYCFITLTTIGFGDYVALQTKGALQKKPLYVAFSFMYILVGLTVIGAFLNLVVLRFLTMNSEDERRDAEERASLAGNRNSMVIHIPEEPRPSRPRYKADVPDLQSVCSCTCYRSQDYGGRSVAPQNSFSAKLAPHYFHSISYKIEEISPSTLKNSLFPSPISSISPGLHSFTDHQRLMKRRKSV
DYRK1A inh = blocks rat Dyrk1A kinase activity | ADP-Glo luminescence, NFATc1 peptide | inhibition, % at 12.5 µM | actives 0.43% (n = 310,000) | AID 504441; in the data active = inhibition above about 50%;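 note: plate controls were vehicle with enzyme for no effect and no enzyme for full effect; many of its hits are not listed in these tables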
RGS4 act = potentiators or activators of RGS4 | HEK293 M3R/inducible RGS4, carbachol calcium flux Fluo4; active compounds read low | B-score at 10 µM | actives 0.92% (n = 310,000) | AID 463111;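 active = B-score of the integrated calcium signal more than 4 SD below the library mean, with starting fluorescence not abnormally high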;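 note: negative B-score means reduced calcium response which marks RGS4 activation or potentiation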
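Test system: HEK293 cells with stable M3R and inducible RGS4; also added: carbachol at ECmax as muscarinic agonist stimulus; schedule: dye loading 30 min 37 °C, buffer rest 30 min RT; technique: kinetic calcium fluorescence imaging with Fluo4-AM dye, 2 µM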
KCNQ1 inh = human KCNQ1 channel inhibition. P51787. CHO-K1 KCNQ1, FluxOR thallium flux fluorescence; active compounds read high. B-score at 10 µM. actives 1.3% (n = 310,000);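 active = compounds whose thallium flux B-score, printed positive for inhibition, exceeds three library SD while starting fluorescence stays within three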;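 note: channel opened by potassium depolarization with thallium stimulus after 20 min compound exposure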
PolyA inhibitor = blocks polyadenylation in yeast reporter cells; actives 0.02% (n = 300,000); calls only at 12 µM; S. cerevisiae SKY197-pL101 polyadenylation reporter, beta-gal luminescence; efflux-impaired pdr1/pdr3 knockout yeast; score 100 = 6 SD above DMSO; AID 1875;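 active = lowest replicate activity score at least 50, where 100 means six control SD above control mean; inconclusive = lowest score under 50 but half or more replicates reach 50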;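 note: yeast exposed to compound for 9 h at 30 °C; higher score means more reporter readthrough which indicates perturbed polyadenylation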
KCNK3 block = human KCNK3 channel inhibition, primary screen; actives 0.84% (n = 340,000); B-score at 10 µM; CHO-KCNK3 thallium flux, FluxOR fluorescence; active compounds read low;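 active = B-score under library mean minus 4 SD, starting fluorescence ratio at most library mean plus 5 SD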;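 note: more negative B-score means stronger inhibition of thallium flux through KCNK3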
GSK3A inh = human GSK-3 alpha kinase inhibition. P49840. ADP-Glo luminescence, 60 min. inhibition, % at 10 µM. actives 0.1% (n = 320,000). AID 2650;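 in the data active = inhibition above about 50%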;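 note: GST-tagged GSK-3 alpha with peptide substrate and 25 µM ATP; 0% = DMSO neutral wells and 100% = GW8510 positive control wells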
* hit, by the source's call; i = inactive; ? = inconclusive; nt = no result given. The list is partial; count on the stated rates, not on these rows.

SMILES	HDAC3 inhib	hERG rescue	KCNQ1 act	GSK3beta inhib	KCNK9 inh	DYRK1A inh	RGS4 act	KCNQ1 inh	PolyA inhibitor	KCNK3 block	GSK3A inh
CCOC(=O)c1c(-c2ccccc2)csc1/N=C/C1C(=O)CCCC1=O	-2	-4	i	-13	i	-1	i	i	i	i	-2
CCCC(C)NCC(=O)Nc1ccccc1-c1ccccc1 (stereo unspecified)	-1	-5	i	2	i	0	i	i	i	i	-1
O=C(COC(=O)c1cccc(-n2cnnn2)c1)c1ccccc1	5	-8	i	0	i	-4	i	i	i	i	-2
O=C(Oc1ccc([N+](=O)[O-])cc1)c1cc(-c2ccccc2)nc2ccccc12	2	-9	i	-3	i	6	i	i	i	i	-1
O=C1N(O)C2(C=CCCC2)/C(=N\O)C12CCCCC2 (stereo unspecified)	-2	-7	i	2	i	-2	i	i	i	i	2
CC(C)C[C@H](NC(=O)c1[nH]cnc1C(=O)Nc1ccc(CNC(=O)OC(C)(C)C)cc1)C(=O)OC(C)(C)C	52*	-8	i	2	i	5	-7*	i	i	i	0
Cn1c2ccccc2n2c(=O)c(=O)n(CC(=O)c3ccc(F)cc3)nc12	nt	-3	i	-3	i	1	i	i	i	i	8
COc1ccc(N2CCN(C(=O)c3cccc(Br)c3)CC2)c([N+](=O)[O-])c1	-1	-11	i	0	i	-1	i	i	i	i	3
CC(=O)c1cccc(CN2CCN(C(C)C)C(CCO)C2)c1 (stereo unspecified)	3	-11	i	0	i	-2	i	i	i	i	-3
CCS(=O)(=O)c1ccc2oc(SCC(=O)NCCc3ccc(F)cc3)nc2c1	4	-16	i	1	i	5	i	i	i	i	-2
COc1ccccc1N1CCN(CC(C)N(C(=O)C2CCCCC2)c2ccccn2)CC1 (stereo unspecified)	-2	-7	i	1	i	1	i	i	i	i	0
CCC(C)N1C(=O)CCC1C(=O)NCCc1ccc(Cl)cc1 (stereo unspecified)	-4	-1	i	-1	i	-3	i	i	i	i	7
COc1ccc(NC(=O)COC(=O)CCCc2c[nH]c3ccccc23)cc1	-6	-6	i	0	i	-6	i	i	i	i	4
CSCCC1NC(=O)N(CC(=O)Nc2c(Cl)cc(Cl)cc2Cl)C1=O (stereo unspecified)	-3	-9	i	1	i	-11	i	i	i	i	0
Cc1ccccc1N(CC(=O)NCCSC1CCCCC1)S(=O)(=O)c1ccccc1	12	-18	i	1	i	5	i	i	i	i	0
O=C(Nc1ccccc1)N1CCc2ccccc21	-3	-5	i	-5	i	6	i	i	i	i	3
COc1ccc(C2=C(C)CC(C)(C)NC2=O)cc1OC	6	-11	i	2	i	-3	i	i	i	i	-3
Cc1ccccc1OCc1n[nH]c(=S)n1-c1ccccc1	nt	-7	i	2	i	6	i	i	i	i	-1
N#CC1=C(SCC(=O)c2cc3ccccc3oc2=O)NC(=O)C(C#N)C12CCCC2 (stereo unspecified)	1	-11	i	4	i	2	i	7*	i	i	-4
Cc1nnc(SCC(=O)c2cc(C)n(-c3c(C)n(C)n(-c4ccccc4)c3=O)c2C)s1	1	-8	i	11	i	nt	i	i	i	i	0
COc1ccc(OC(C)c2nnc(N)s2)cc1 (stereo unspecified)	2	-7	i	0	i	-1	i	i	nt	i	-1
CCC1CCCCN1CC(=O)c1c(C)[nH]c2cc(C)ccc12 (stereo unspecified)	10	-7	i	-7	i	6	i	i	i	i	2
O=C(Cn1c(NCCO)nc2ccccc21)c1ccc(Cl)cc1Cl	1	-6	i	4	i	4	i	i	i	i	-2
C=CCOC(=O)CN1C(=O)c2ccccc2C1=O	0	-9	i	1	i	1	i	i	i	i	0
Cc1ccc(-c2ccc(NC(=O)C3C4C=CC(C4)C3C(=O)O)cc2)o1 (stereo unspecified)	2	-13	i	4	i	-9	i	i	i	i	-1
O=C(N/N=C/c1ccc([N+](=O)[O-])o1)c1ccc2c(c1)OCO2	7	-11	i	1	i	8	i	i	i	i	11
COc1cccc(CN(C(=O)c2cc3ccccc3oc2=O)C2CC2)c1	3	-12	i	1	i	-1	i	i	i	i	-2
Fc1ccc(C(c2nnnn2C2CCCC2)N(Cc2ccco2)CC2CCCO2)cc1 (stereo unspecified)	8	-4	i	2	i	-1	i	i	i	i	0
Cc1cccc2cc(CN(Cc3ccc(F)cc3)C(=O)C(F)(F)F)c3nnnn3c12	-5	-9	i	3	i	-1	i	i	i	i	2
COCCn1c(C)cc(C(=O)COC(=O)c2ccc(NC(=O)CC#N)cc2)c1C	0	-13	i	1	i	4	i	i	i	i	-1
Cc1cc(NC(=O)OC(C)C)ccc1-c1ccc(NC(=O)OC(C)C)cc1C	-3	-5	i	-3	i	3	i	i	i	i	13
COc1ccc(Cc2nn3c(Cn4nnc5ccccc54)nnc3s2)cc1	-8	-7	i	2	i	-3	i	i	i	i	-2
CCN(CC)C(=O)CC(c1ccc(N(C)C)cc1)c1c(O)cc(OC)cc1OC (stereo unspecified)	1	-6	i	1	i	9	i	i	i	i	0
Cc1cccc(C(=O)N2CCN(CCNC(=O)C(=O)Nc3ccc(F)cc3)CC2)c1	5	-4	i	3	i	1	i	i	i	i	-2
COc1cc(C)ccc1S(=O)(=O)N1CCN(C23CC4CC(CC(C4)C2)C3)CC1	3	-5	i	-1	i	-4	-8.9*	i	i	i	nt
COc1cccc(NC(=O)CCS(=O)(=O)c2cccs2)c1	-1	nt	nt	-4	nt	0	nt	nt	i	i	-1
Cc1ccc(C)c(S(=O)(=O)Nc2ccccc2C(=O)Nc2ccc(S(=O)(=O)Nc3ncccn3)cc2)c1	-41	-5	i	5	i	-4	i	i	i	i	-7
CCC(NC(=O)/C(=C\c1ccc2c(c1)OCO2)NC(C)=O)C(=O)O (stereo unspecified)	-5	-3	i	4	i	-4	i	i	i	i	-1
Cc1ccc(N2CC(C(=O)N3CCC(C(=O)Nc4ccc(Br)cc4)CC3)CC2=O)cc1 (stereo unspecified)	2	-7	i	-3	i	4	i	i	i	i	1
Cc1ccc(C(O)(C(=O)NNS(=O)(=O)c2ccc(C)cc2)c2ccc(C)cc2)cc1	1	-12	i	-3	i	-3	i	i	i	i	-2

Entries listed so far that bear a hit mark in KCNQ1 inh.
compound | HDAC3 inhib | KCNQ1 act | GSK3beta inhib | KCNK9 inh | DYRK1A inh | KCNQ1 inh | PolyA inhibitor | KCNK3 block | GSK3A inh
N#CC1=C(SCC(=O)c2cc3ccccc3oc2=O)NC(=O)C(C#N)C12CCCC2 (stereo unspecified) | 1 | i | 4 | i | 2 | 7* | i | i | -4

Next part.
SMILES	HDAC3 inhib	hERG rescue	KCNQ1 act	GSK3beta inhib	KCNK9 inh	DYRK1A inh	RGS4 act	KCNQ1 inh	PolyA inhibitor	KCNK3 block	GSK3A inh
Cc1ccc(-c2cc(-c3ccco3)c3c(N)c(C(=O)NN)oc3n2)cc1	-2	-11	i	-2	i	3	i	i	i	i	-2
Cc1ccccc1CNC(=O)c1cc2ccccc2o1	3	-3	i	2	i	6	i	i	i	i	1
Cc1ccccc1N1CC(C(=O)Nc2ccc3c(c2)OCO3)CC1=O (stereo unspecified)	-1	-9	i	1	i	-2	i	i	i	i	-2
Cc1ccc(C)c(S(=O)(=O)N/N=C/c2cccnc2)c1	9	-8	i	-1	i	3	i	i	i	i	-5
COc1cccc(NC(=S)N(CCCN2CCOCC2)C(C)c2cc3ccccc3o2)c1 (stereo unspecified)	-2	-9	i	-1	i	10	i	i	i	i	-1
O=C(Nc1ccc(F)cc1)Nc1ccc(Cl)cn1	-3	-8	i	1	i	1	i	i	i	i	-2
CCn1cc(C(=O)NCCOC)c(=O)c2ccc(C)nc21	8	-8	i	0	i	-3	i	i	i	i	0
COc1cccc(OC)c1C(=O)NC(=S)Nc1ccc2c(c1)C(=O)N(C)C2=O	3	-4	i	3	i	6	i	i	i	i	-3
C=CCc1cc(OC)ccc1OCCN1CC(C)OC(C)C1 (stereo unspecified)	0	-4	i	3	i	-3	i	i	i	i	-5
COc1cccc(C2CC(=O)N3CN(c4cccc(Cl)c4C)CSC3=C2C#N)c1OC (stereo unspecified)	51*	-12	i	1	i	2	i	i	i	i	1
O=C(Cn1c(-c2cscn2)nc2ccccc21)Nc1ccc2ccccc2c1	5	-9	i	-1	i	-2	i	i	i	i	5
Nc1nnnn1/N=C/c1cc(Cl)cc(Cl)c1O	?	-2	i	4	i	-1	i	i	nt	i	-1
COc1ccccc1NC(=O)c1ccc(NS(=O)(=O)c2ccc(F)c(F)c2F)cc1	-2	-9	i	-3	i	-3	i	i	i	i	-3
Cc1noc2ncnc(Sc3ccccc3Cl)c12	-3	-11	i	-2	i	-1	i	i	i	i	-3
C=CCC1NS(=O)(=O)OC2CCCCC12 (stereo unspecified)	8	-6	i	4	i	3	i	i	i	i	-3
Cc1oc2c(CN3CCOCC3)c(O)ccc2c(=O)c1-c1ccccc1	-41	-1	i	0	i	-4	i	i	i	i	0
CC1(C)CC(=O)c2sc(NC(=O)C3COc4ccccc4O3)nc2C1 (stereo unspecified)	5	-7	i	0	i	9	i	i	i	i	8
Cc1cc(C)cc(NC(=O)C2CCCN(c3nc(C)cc(C)n3)C2)c1 (stereo unspecified)	1	-7	i	4	i	2	i	i	i	i	2
CCN(CC)C(=O)CN(C#N)c1nc(Cl)nc(N(C)C)n1	1	-8	i	1	i	3	i	i	i	i	1
CCOc1ccccc1CN1CCN(Cc2ccc(C)o2)C(CCO)C1 (stereo unspecified)	4	-9	i	-1	i	-1	i	i	i	i	-1
Cc1ccc(NC(=S)NC(=O)c2ccc(Br)o2)c(C)c1	-1	0	i	2	i	4	i	i	i	i	-1
COc1ccccc1-n1c(C)nc2cc(C(=O)NCCN3CCOCC3)ccc21	-2	-16	i	1	i	9	i	i	i	i	5
O=P(O)(CN1CCCCCC1)C1Cc2ccccc2C1	0	-6	i	2	i	nt	i	i	i	nt	-2
CC(C)CCN1CCN(Cc2coc3ccccc3c2=O)CC1CCO (stereo unspecified)	0	-1	i	0	i	4	i	i	i	i	0

As entered above.
COc1ccccc1-n1c(C)nc2cc(C(=O)NCCN3CCOCC3)ccc21 in hERG rescue: -16
CC(C)CCN1CCN(Cc2coc3ccccc3c2=O)CC1CCO (stereo unspecified) in GSK3A inh: 0
